Source: PubChem BioAssay (National Center for Advancing Translational Sciences (NCATS))
p53 reactivation – re-activators of mutant p53. Potency, µM (top dose mostly 92.2 µM), without a hit: at the highest dose activity change, positive = activation, most hits filed as activators. hit rate 0.063% among 320,000. H1299 p53-A138V BP100-luciferase reporter, luminescence, 24 h; further: potency means the concentration at half of the fitted maximal effect; % of control where 0% means no effect; nearly all actives have a fitted effect of over 45% in size
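p53-null H1299 cells stably carrying temperature-sensitive p53-A138V and a BP100-luciferase reporter were pinned with compounds (4-point, 1:5 series) and held 24 hrs at 37 deg C. Luminescence was read 10 min after detection reagent.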
AT treatment – potential ataxia-telangiectasia treatments restoring KAP-1 phosphorylation. AID 485349. hit rate 0.19% among 320,000. Potency, µM (highest dose often 57.5 µM), for the others: at the top dose activation, most hits filed as activators. […] A-T fibroblasts, KAP-1 phosphorylation AlphaLISA; neocarzinostatin DNA damage 30 min before lysis; further: potency means the concentration at half of the fitted maximal effect; % of control where 0% means no effect; nearly all actives have a fitted effect of over 45% in size
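hTERT-immortalized A-T patient fibroblasts ([…]), 500 cells/well in OPTI-MEM, 1% FBS, got compounds for 60 min, then NCS for 30 min at 37C. Lysates were then assayed for phospho-KAP-1 by AlphaLISA (anti-pKAP1 donor, anti-KAP1 acceptor beads), 6 hr at 25C.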
PTAP TSG101 blk – blocks PTAP/TSG101 interaction to inhibit HIV-1 budding; Fluorescence polarization, FITC-PTAP peptide / Tsg101 binding; Potency, µM (series often up to 115 µM), for inactives: at the top dose activity change, negative = inhibition, usual class: inhibitors; 340,000 tested, under 10 active; AID 493005; Q99816; active means well fitted inhibition curve with a large enough effect in the main read-out, with a control signal flat, not every such curve was filed as active; inconclusive means small, poorly fitted or top-dose-only effect, or effect the other way, or a change in a side signal; inactive means no such curve, though single readings can be large or run the other way; further: potency means the concentration at half of the fitted maximal effect; % of control where 0% means no effect
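Fluorescence anisotropy tracks displacement of a FITC-tagged PTAP peptide (50 nM) from the Tsg101 binding domain (10 uM), following a 20 min room-temperature incubation at pH 7.5.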
TCR act – activates T cell receptor signaling; primary human leukocytes, anti-CD3, IL-2 HTRF, 48 h; Potency, µM (doses to about 9.22 µM), for inactives: at the highest dose activation of IL-2 secretion, most hits filed as activators; 330,000 tested, under 10 active; further: % of control where 0% means no effect
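IL-2 produced over 48 hr by a-CD3 bead-stimulated primary human leukocytes exposed to compounds was detected with a homogeneous time-resolved FRET immunoassay, 665nm acceptor signal after 320nm excitation.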
MLL CXXC-DNA inh – MLL CXXC-DNA interaction inhibition | Q03164 | MLL-CXXC / FITC-HOXA9 DNA fluorescence polarization | Potency, µM (titrated, usually from 115 µM), without a hit: top-dose activity change, negative = inhibition, hits mostly inhibitors | hit rate 0.037% among 290,000 | AID 2662; active means well fitted inhibition curve with a large enough effect in the polarisation, with a control signal flat, not every such curve was filed as active; inconclusive means small, poorly fitted or top-dose-only effect, or effect the other way, or a change in a side signal; inactive means no such curve, though single readings can be large or run the other way; the % refers to the polarisation; further: potency means the concentration at half of the fitted maximal effect
Target sequence (Q03164 whole entry, looked up): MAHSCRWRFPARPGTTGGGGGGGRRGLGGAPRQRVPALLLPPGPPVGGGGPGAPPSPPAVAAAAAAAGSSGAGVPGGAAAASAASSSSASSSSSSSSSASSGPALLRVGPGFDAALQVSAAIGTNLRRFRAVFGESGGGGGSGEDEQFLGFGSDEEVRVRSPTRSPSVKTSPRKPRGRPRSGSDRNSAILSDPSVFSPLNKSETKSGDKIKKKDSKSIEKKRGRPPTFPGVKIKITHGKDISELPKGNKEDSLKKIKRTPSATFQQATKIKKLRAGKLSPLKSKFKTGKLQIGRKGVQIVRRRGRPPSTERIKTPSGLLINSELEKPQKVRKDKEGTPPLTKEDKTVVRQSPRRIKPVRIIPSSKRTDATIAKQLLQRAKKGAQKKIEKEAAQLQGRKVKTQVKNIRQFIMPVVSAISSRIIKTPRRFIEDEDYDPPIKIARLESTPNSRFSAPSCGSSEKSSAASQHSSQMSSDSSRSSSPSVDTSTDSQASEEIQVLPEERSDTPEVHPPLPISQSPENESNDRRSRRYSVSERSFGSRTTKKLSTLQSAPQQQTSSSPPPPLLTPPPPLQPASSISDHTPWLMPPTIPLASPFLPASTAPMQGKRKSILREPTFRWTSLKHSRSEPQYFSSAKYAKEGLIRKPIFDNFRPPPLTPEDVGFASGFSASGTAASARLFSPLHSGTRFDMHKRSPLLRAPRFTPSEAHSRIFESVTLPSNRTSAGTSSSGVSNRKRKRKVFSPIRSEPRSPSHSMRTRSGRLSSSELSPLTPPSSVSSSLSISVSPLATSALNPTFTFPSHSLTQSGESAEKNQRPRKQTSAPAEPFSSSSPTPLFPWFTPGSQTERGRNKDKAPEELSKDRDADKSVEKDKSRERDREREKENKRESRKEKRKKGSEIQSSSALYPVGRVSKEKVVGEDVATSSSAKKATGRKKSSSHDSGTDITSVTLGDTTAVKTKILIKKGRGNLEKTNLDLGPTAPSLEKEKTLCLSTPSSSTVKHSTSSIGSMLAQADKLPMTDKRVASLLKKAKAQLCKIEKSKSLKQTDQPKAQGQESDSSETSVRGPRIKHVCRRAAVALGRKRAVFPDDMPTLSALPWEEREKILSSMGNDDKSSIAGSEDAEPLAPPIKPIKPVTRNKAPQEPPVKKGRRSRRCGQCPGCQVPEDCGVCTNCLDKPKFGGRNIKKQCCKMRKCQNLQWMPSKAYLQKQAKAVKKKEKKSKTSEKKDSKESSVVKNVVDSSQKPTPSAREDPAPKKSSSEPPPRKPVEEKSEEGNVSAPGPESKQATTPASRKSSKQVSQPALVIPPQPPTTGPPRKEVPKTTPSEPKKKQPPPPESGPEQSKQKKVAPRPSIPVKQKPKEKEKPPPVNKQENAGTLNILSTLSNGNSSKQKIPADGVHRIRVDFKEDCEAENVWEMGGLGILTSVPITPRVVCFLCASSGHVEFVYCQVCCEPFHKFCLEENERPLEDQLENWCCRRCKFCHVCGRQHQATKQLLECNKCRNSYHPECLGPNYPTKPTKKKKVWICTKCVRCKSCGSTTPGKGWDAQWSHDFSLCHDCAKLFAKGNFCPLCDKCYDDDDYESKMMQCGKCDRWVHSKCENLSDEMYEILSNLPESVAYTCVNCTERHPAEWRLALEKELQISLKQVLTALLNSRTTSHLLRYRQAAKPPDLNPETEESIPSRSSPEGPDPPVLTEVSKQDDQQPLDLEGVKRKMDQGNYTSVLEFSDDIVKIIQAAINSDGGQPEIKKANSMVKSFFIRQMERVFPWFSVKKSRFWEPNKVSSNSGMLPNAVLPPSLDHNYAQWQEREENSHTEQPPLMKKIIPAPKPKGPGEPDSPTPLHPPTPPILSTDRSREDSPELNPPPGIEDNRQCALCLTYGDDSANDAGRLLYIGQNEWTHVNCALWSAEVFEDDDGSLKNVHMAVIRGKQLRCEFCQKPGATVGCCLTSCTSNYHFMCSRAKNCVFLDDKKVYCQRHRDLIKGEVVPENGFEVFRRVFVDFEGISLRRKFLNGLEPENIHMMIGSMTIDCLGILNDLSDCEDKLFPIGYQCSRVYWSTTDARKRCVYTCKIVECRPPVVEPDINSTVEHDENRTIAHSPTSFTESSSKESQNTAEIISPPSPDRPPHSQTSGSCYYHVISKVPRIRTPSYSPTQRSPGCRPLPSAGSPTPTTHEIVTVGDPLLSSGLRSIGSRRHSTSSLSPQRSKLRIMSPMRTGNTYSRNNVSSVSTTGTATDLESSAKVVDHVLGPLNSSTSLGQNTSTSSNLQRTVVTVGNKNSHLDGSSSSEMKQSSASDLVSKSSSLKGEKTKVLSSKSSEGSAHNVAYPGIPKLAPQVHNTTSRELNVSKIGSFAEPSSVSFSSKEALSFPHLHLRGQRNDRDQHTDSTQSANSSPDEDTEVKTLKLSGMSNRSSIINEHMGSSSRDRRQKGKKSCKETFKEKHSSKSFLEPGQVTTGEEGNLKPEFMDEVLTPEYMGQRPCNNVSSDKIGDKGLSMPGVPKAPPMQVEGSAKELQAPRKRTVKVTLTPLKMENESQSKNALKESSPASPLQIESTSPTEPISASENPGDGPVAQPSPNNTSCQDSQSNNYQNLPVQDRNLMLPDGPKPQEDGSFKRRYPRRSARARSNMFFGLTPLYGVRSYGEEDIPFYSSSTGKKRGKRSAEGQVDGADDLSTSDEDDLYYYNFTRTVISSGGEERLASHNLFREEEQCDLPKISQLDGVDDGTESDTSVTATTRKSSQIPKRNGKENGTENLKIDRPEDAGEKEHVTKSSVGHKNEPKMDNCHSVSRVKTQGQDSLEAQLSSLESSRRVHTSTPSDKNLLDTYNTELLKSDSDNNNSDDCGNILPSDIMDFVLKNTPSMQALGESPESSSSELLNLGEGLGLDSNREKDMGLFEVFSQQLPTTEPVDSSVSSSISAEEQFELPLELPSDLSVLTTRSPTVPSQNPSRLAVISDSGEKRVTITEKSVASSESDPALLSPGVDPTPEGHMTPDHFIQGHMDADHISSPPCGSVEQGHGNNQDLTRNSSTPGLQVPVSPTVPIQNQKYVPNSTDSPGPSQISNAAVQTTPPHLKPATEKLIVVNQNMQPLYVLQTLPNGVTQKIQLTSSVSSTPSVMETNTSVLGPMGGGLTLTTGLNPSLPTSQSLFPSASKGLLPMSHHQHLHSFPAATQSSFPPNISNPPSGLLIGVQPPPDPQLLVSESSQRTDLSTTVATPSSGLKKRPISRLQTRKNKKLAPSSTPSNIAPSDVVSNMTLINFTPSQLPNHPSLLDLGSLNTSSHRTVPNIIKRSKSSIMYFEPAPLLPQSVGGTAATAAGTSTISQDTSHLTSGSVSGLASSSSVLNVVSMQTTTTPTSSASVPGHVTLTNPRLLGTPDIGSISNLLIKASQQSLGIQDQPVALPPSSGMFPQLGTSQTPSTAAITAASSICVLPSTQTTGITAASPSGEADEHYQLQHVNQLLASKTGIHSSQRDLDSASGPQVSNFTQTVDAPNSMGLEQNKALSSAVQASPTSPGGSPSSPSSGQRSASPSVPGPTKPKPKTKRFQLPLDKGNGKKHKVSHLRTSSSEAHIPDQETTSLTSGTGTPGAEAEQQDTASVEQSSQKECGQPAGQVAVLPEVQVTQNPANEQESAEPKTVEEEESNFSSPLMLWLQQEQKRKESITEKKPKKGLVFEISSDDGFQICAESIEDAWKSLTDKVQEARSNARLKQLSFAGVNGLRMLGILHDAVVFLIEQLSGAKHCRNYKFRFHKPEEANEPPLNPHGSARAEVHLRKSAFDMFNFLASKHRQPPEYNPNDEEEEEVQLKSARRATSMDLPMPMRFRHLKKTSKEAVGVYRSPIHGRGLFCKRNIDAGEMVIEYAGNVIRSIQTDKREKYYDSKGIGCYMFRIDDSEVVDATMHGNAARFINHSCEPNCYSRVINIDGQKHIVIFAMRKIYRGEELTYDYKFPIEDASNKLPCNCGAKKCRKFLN
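Fluorescence polarization: 7 uM MLL-CXXC (stock) preincubated 5 min with compounds, then 50 nM fluorescein-HOX-A9 DNA (stock) added; 30 min ambient. Buffer 50 mM Tris-HCl pH 7.5, 50 mM NaCl, 1 mM DTT, 0.05% BSA.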
TRPV1 ag – agonists of human vanilloid receptor 1 (TRPV1). Q8NER1. TRPV1-expressing cells, Fluo-8 calcium influx, agonist mode. activation, % at 8.33 µM. hit rate 0.19% among 320,000; in the data active means activation above about 80%; inconclusive means between about 30% and that limit; further: 0% is about no effect
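Cells expressing TRPV1 were dye-loaded with Fluo-8 and read kinetically: 10 s baseline, 3 min after compound (agonist portion), then 2 min after EC20 capsaicin (allosteric enhancer portion). Calcium-bound dye fluorescence at 480/520 nm.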
B2AR arrestin – agonists driving beta-arrestin recruitment to human beta2-adrenergic receptor; P07550; beta-arrestin recruitment to beta2AR, cell-based reporter; Potency, µM (highest dose often 46.1 µM), without a hit: at the highest dose activation, hits mostly activators; hit rate 0.02% among 330,000;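 further: potency means the concentration at half of the fitted maximal effect; 0% = DMSO controls and full agonism = EC100 isoproterenol or metaproterenol; nearly all actives have a fitted effect of over 65% in size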
BRCA1 expr act – increases BRCA1 expression; MCF7-BRCA1-FFLuc reporter, luminescence, 48 h; response scale: scaled: vehicle 0%, 10 µM genistein 100%; Potency, µM (top dose mostly 46.1 µM), without a hit: at the top dose activation, actives largely listed as activators; hit rate 1.1% among 380,000; further: potency means the concentration at half of the fitted maximal effect; nearly all actives have a fitted effect of over 80% in size; some results filed as inactive show a strong effect at the top dose
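48 h compound treatment of MCF7-BRCA1-FFLuc cells (phenol-red free MEM, 37 °C), then 15 min with luciferase substrate and luminescence imaging.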
ELG1 DNA repair – blocks ELG1-dependent DNA repair in HEK293T cells; HEK293T ELG1-luciferase reporter, luminescence, 16 h; DNA damage induced by 5-fluorouridine; Potency, µM (highest dose often 46.1 µM), without a hit: at the highest dose activity change, negative = inhibition, usual class: inhibitors; hit rate 2.3% among 330,000; AID 504467; further: potency means the concentration at half of the fitted maximal effect; on the % scale 0 is the no-effect control and ±100 the full control effect; nearly all actives have a fitted effect of over 55% in size
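Cells (2,000 per well) received 5-fluorouridine plus test compound or DMSO and were incubated 16 hr at 37 °C, 5% CO2. Luciferase activity was read by luminescence 30 min after ONE-Glo addition; signal suppression marked inhibition of damage-induced ELG1 function.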
a7 integrin act – activates integrin-mediated alleviation for muscular dystrophy. Potency, µM (top dose mostly 38.3 µM), without a hit: at the top dose activation, hits mostly activators. alpha7betagal myoblasts, beta-gal FDG fluorescence, 48 h. AID 624291. hit rate 0.064% among 350,000;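 further: potency means the concentration at half of the fitted maximal effect; 100% = response of the positive control SU9516; nearly all actives have a fitted effect of over 60% in size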
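alpha7betagal+/- myoblasts (passage 13, 250/well) treated 48 h at 37C with compounds at 1:260 dilution of DMSO stock. Lysed, then beta-galactosidase activity read as FDG fluorescence (ex 480/em 540) after 30 min, with pre-read for autofluorescence.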
An asterisk follows results filed as active; i = inactive; u = inconclusive; x = not tested or not shown; [ ] = remark or other dose. Unless noted, the call rests on the fitted dose curve; in most records, active means well fitted curve in the direction sought with a large enough effect; inconclusive means small, poorly fitted or top-dose-only effect, or another doubt; inactive means no such curve, though single readings can be large; an effect the other way counts as inactive or inconclusive.

SMILES	p53 reactivation	AT treatment	PTAP TSG101 blk	TCR act	MLL CXXC-DNA inh	TRPV1 ag	B2AR arrestin	BRCA1 expr act	ELG1 DNA repair	a7 integrin act
COc1ccc(-c2cc3c(=O)n(CC(=O)Nc4cccc(Cl)c4)ncn3n2)cc1	2%	0%	-5%	5%	0%	2	-0.1%	0%	u	-7%
Cc1ccccc1-c1nc(C#N)c(NCc2ccco2)o1	-3%	6%	0%	-4%	22%	29	0.2%	0%	-1%	-7%
CC1CCN(C(=O)Cn2c(=O)n(-c3ccc(F)cc3)c(=O)c3sccc32)CC1	0%	1%	2%	-2%	1%	1	-0.3%	2%	17%	24%
COc1ccc([C@]23Cc4c(ccc5ccccc45)C(O2)C2=C(CC4(CCCCC4)OC2=O)O3)cc1	x	-12%[11.5 µM]	x	x	6%[23 µM]	i	-0.1%[9.22 µM]	x	x	x
COc1nc(-c2ccc(C)cc2)ccc1-c1noc(-c2ccco2)n1	14%	13%	0%	-9%	28%	3	-0.8%	95%	u	12%
O=[N+]([O-])c1ccccc1/C=C/C=N/Nc1nc(N2CCCCC2)nc(N2CCCCC2)n1	2%	1%	-12%	1%	25%	2	-0.1%	-34%	0%	-27%
COc1ccc(N(CC(=O)Nc2ccc(S(=O)(=O)N3CCOCC3)cc2)S(=O)(=O)c2ccccc2)cc1	-3%	2%	-1%	4%	19%	-3	0.0%	-52%	-30%	4%
O=C(COC(=O)c1ccccc1NCCO)NCc1cccs1	14%	u	0%	4%	x	-3	-1.0%	46%	2%	-30%
O=C(c1ccc(O)c(Br)c1)c1cc(Br)ccc1O	x	x	-9%	-10%	x	x	x	-73%	x	u
COc1ccc(S(=O)(=O)N(C)C[C@H]2Oc3c(NC(=O)Nc4ccccc4)cccc3C(=O)N([C@H](C)CO)C[C@@H]2C)cc1	x	x	-1%	11%	x	x	x	0%	x	-3%
CCOc1ccc(N(C(=O)c2snc(C(N)=O)c2N)C(C(=O)NCC2CCCO2)c2ccc(C)o2)cc1 (stereo unspecified)	-2%	-6%	-7%	4%	0%	-4	-0.3%	-29%	15%	29%
CN=C1SC(CC(=O)Nc2c(C)cccc2C)C(=O)N1/N=C/c1cccs1 (stereo unspecified)	-5%	11%	-1%	-4%[46.1 µM]	15%	6	-0.2%	-17%	0%	-2%
CCCCS(=O)CC(CS(=O)CCCC)OC(=O)c1ccc(C)cc1 (stereo unspecified)	3%	-3%	-5%	-2%	-1%	2	0.0%	-16%	-3%	23%
O=C(CCc1ccccc1)NCC(=O)N/N=C/c1ccc(O)cc1O	4%	-3%	1%	3%	23%	-5	-0.8%	-38%	8.2µM*	u
CC(C)(C)SCCNC(=O)/C=C/c1cccc([N+](=O)[O-])c1	11%	6%	-7%	-4%[46.1 µM]	-4%	16	-1.5%	52%	u	4%
COc1cccc(Cn2c(C3CC3)nc3ccc(NC(=O)c4ccco4)cc3c2=O)c1	-1%	-2%	x	x	6%	1	-0.8%	x	23µM*	x
Cc1[nH]c(C)c(S(=O)(=O)NCc2ccccc2Cl)c1C(=O)N1CCCC1	-11%	4%	1%	-16%	-13%	0	-0.6%	0%	14%	30%
CC(C)NC(=O)c1onc(CSc2cccc(F)c2)c1C(=O)O	-5%	15%	-5%	2%	-4%	-2	-1.1%	-1%	30%	-13%
Cc1cc(C)cc(NC(=S)N2CCC(NC(=O)c3ccccc3C)CC2)c1	1%	6%	1%	-4%	-7%	1	0.0%	4%	-10%	14%
O=C(O)c1cccc(Nc2nc(Nc3ccccc3)nc(N3CCCC3)n2)c1	1%	4%	-1%	2%	-12%	2	0.2%	-4%	0%	-23%
O=C(c1ccc(Cl)c(S(=O)(=O)N2CCCC2)c1)N1CCN(Cc2ccccc2)CC1	x	x	-2%	3%	x	x	x	-17%	x	1%
Cc1cc(C)cc(OCc2nnc(SCC(=O)OC(C)C)o2)c1	5%	2%	-8%	-2%	-2%	21	-0.2%	-5%	17%	u
CCC(CC)C(=O)Nc1nnc(SCC(=O)NC(C)(C)C)s1	-4%	-1%	-4%	1%	5%	3	-0.1%	-1%	-6%	3%
CCC(CC)COC(=O)C1=C(C)NC(=O)NC1c1ccc([N+](=O)[O-])cc1 (stereo unspecified)	4%	-2%	-6%	x	-2%	-2	0.3%	-24%	u	-16%
Cc1cccc(N(CC(=O)NCc2ccccc2)C(=O)CCC(=O)Nc2nccs2)c1	-3%	-2%	-1%	0%	u	2	0.8%	0%	-16%	14%
CCN(CC)C(=O)Cn1cc(S(=O)(=O)CC(=O)NCc2ccc(F)cc2)c2ccccc21	-2%	17%	0%	-5%	-3%	1	-0.1%	-19%	-14%	28%
CC1CN(c2cc(=O)n(-c3ccc(Cl)cc3)c(=O)[nH]2)CC(C)O1 (stereo unspecified)	4%	-1%	-5%	1%	40%[activator]	-1	-0.2%	4%	14%	1%
Cc1ccc(/C=N/NC(=O)c2ccc3nc[nH]c3c2)s1	13%	-4%	1%	2%	5%	-3	-0.1%	52%	u	6%
CCOC(=O)C(CC)/C(C)=N\NC(=O)c1ccccc1O (stereo unspecified)	u	-15%	-1%	-4%[46.1 µM]	20%	11	-0.8%	-65%	18%	-16%
Cc1ccc2[nH]c(C(=O)O)c(-c3ccccc3)c2c1	1%	3%	-8%	8%	-2%	2	-0.9%	-21%	3%	19%
COC(=O)c1cc2nc(-c3ccc(OC)cc3)cc(C(F)(F)F)n2n1	-3%	-8%	-3%	15%	0%	-2	0.2%	4%	-5%	11%
CCN(CC)CCC(c1ccc2c(c1)OCO2)c1c(OC)cc(OC)c2ccc(=O)oc12 (stereo unspecified)	-4%	8%	-1%	4%	12%	0	0.2%	1%	11%	12%
CCCc1nnc(NC(=O)Cn2c(=O)sc3ccccc32)s1	-2%	0%	-4%	0%	-5%	-1	-1.0%	-7%	-4%	-14%
Nc1ncnc2c1ncn2[C@@H]1O[C@H](CNC(=O)[C@@H](N)Cc2ccc(C(F)(F)F)cc2)[C@@H](O)[C@H]1O	0%	-19%	-1%	1%[46.1 µM]	x	x	0.4%	0%	u	11%
Cc1cccc(C)c1OCc1n[nH]c(=S)o1	7%	x	1%	-6%[46.1 µM]	-3%	-3	-0.3%	-8%	1%	0%
O=C(O)c1ccc(/C=N/NC(=S)NCCN2CCOCC2)cc1	-8%	11%	-3%	-8%	-8%	-3	0.2%	14%	-9%	12%
COc1ccccc1-n1c(C)cc(C=O)c1C	-2%	3%	-1%	1%	2%	4	-0.2%	-18%	13%	-14%
CNC(=S)N1CCN(c2nc(-c3cccc(OC)c3)cs2)CC1	-3%	6%	-7%	0%	11%	u	0.0%	11%	2%	-4%
CCOC(=O)c1cc2c(=O)n3cccc(C)c3nc2n(CC(C)C)c1=NC(=O)c1ccco1	3%	9%	-4%	1%	-18%	1	0.1%	-9%	13%	-53%[inhibitor]
O=C(Cn1nc(-c2ccc(Cl)cc2)ccc1=O)NCC1CCCO1 (stereo unspecified)	-1%	4%	-2%	1%	3%	x	0.5%	0%	-4%	16%
Cc1cc(C)nc(Sc2ncnc3sc4c(c23)CCC4)n1	-3%	x	-5%	0%[46.1 µM]	17%	0	-0.7%	-9%	u	-42%
O=C(CBr)N1CCc2ccccc2C(c2ccccc2)C1 (stereo unspecified)	-5%	3%	-8%	-2%	-2%	9	-0.4%	-3%	-6%	1%
NC(=O)C1CCCN(Cc2ccc3ccccc3c2)C1 (stereo unspecified)	1%	15%	-7%	-5%	-11%	30	0.0%	-3%	-8%	-2%
Cc1ccc(Cn2nnc3c(=O)n(CC(=O)OCc4ccccc4)cnc32)cc1	-11%	-3%	-1%	1%[46.1 µM]	1%	16	-0.3%	-35%	2%	6%
COc1ccc(N2CCN(C(=O)c3cc(C)on3)CC2)cc1	-11%	-1%	-5%	-4%	u	4	-0.9%	2%	0%	u
Cc1onc(-c2c(F)cccc2Cl)c1C(=O)NCC1COc2ccccc2O1 (stereo unspecified)	-22%	4%	-16%	-5%	0%	3	0.5%	-29%	-20%	-1%
O=C(c1ccccc1Oc1nnnn1-c1ccccc1)N1CCOCC1	13%	3%	-6%	0%	-6%	2	-0.4%	-2%	1%	-6%
CCCCCC(=O)Nc1nc(C)c(-c2csc(Nc3cc(Cl)ccc3OC)n2)s1	15%	3%	-6%	-4%	-1%	6	-0.7%	-64%	-6%	12%
CCOc1ccc(NC(=O)CCNS(=O)(=O)c2ccc3c(c2)CC(C)N3C(C)=O)cc1 (stereo unspecified)	-1%	1%	-6%	1%	0%	-2	-0.4%	1%	1%	5%
Cn1c(CNC(=O)c2ccc3c(c2)OCO3)nnc1SCC(=O)Nc1ccc(F)cc1	6%	-1%	-1%	-3%	2%	2	-0.7%	-27%	6%	-55%[inhibitor]
